TNAP act DEA – human TNAP enzyme activators, primary screen, biochemical, luminescent, intermediate phosphate acceptor level. purified TNAP, CDP-star luminescence, 100 mM DEA, 30 min; stronger effect = higher value; scale: 0 levamisole-inhibited, 1 vehicle-only enzyme. Alkaline phosphatase, tissue-nonspecific isozyme (Homo sapiens), P05186. 64,000 tested, under 10 active. activation factor at 20 µM;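 active means activation factor of at least 2 at 20 µM, relative to controls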
Target sequence (P05186 whole entry, looked up): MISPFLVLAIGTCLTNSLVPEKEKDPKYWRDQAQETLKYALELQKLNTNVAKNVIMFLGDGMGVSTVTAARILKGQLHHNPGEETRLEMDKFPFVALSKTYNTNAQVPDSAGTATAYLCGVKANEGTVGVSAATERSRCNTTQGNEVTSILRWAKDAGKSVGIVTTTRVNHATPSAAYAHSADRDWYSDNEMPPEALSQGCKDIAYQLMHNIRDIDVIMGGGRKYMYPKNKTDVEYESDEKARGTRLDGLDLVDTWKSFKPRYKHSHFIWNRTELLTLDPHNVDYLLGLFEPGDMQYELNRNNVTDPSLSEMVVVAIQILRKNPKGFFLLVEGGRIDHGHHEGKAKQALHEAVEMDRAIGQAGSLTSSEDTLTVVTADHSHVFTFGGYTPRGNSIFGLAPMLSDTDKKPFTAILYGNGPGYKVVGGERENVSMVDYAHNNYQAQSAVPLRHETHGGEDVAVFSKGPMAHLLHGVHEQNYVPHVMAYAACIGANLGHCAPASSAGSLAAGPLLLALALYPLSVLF
S1P3 agonist – human S1P3 receptor agonists, primary screen, cell-based, primary and confirmation, NFAT-BLA reporter; S1P3 NFAT-BLA reporter cells, agonism, FRET ratio; relative to 1 µM S1P, basal subtracted; 0.1% of 60,000 active; AID 373, 2006; activation, % at 4.5 µM; Sphingosine 1-phosphate receptor 3 (Homo sapiens), Q99500;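 active means activation above the screen-wide mean plus 3 SD, cut at about 4.5% in these data, passing the limit was not always enough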; further: some compounds called inactive have numbers as strong as hits
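Assay system: CHO cells stably expressing human S1P3, Gα16 and NFAT-β-lactamase reporter. Timing: overnight plating, 4 h compound 37 °C, 2 h substrate RT. Signal: β-lactamase FRET emission ratio 460/535 nm. Measure: percent activation versus median 1 µM S1P response, basal-subtracted, per plate. Repeats: primary screen single test, confirmation screen in triplicate.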
Ec RNAP inh – E. coli RNAP inhibitors, biochemical. DNA-directed RNA polymerase subunit beta (Escherichia coli (strain K12)), P0A8V2. E. coli RNA polymerase, fluorescence transcription assay. inhibition, %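 (tested at 10 µM)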. 0.2% of 62,000 active. AID 559, 2006; in the data active means inhibition above about 20%;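 further: 0% = enzyme without compound and 100% = no enzyme blank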
D1 mod – D1 CRE-luciferase signal change, two-sided – cell-based, HEK293 D1, dopamine EC30, D1 allosteric modulator project, primary screen | D(1A) dopamine receptor (Homo sapiens), P21728 | dopamine EC30 potentiation; actives deviate in either direction | B-score at 10 µM | 5.9% of 58,000 active | AID 641, 2007;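 active means luminescence count or its row- and column-corrected plate score outside the 99.7% band of the plate's sample wells, on either side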
Target sequence (P21728 whole entry, looked up): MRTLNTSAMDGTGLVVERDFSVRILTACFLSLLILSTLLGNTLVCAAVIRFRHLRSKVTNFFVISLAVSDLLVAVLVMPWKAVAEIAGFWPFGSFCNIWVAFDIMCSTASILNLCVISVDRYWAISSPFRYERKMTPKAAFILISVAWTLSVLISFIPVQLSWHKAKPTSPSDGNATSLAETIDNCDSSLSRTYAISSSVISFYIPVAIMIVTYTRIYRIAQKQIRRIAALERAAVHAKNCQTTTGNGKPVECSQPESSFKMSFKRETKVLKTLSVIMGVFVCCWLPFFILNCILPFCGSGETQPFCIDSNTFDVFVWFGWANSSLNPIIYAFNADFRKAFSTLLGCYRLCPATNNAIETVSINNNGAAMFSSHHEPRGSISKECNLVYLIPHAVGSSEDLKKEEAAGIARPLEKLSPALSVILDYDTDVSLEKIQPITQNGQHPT
Jurkat viability – cytotoxicity toward Jurkat T cells, primary screen, cytotoxicity control, cell-based, Jurkat E6.1, 60K MLSMR library; inhibition, % at 4 µM; Jurkat E6.1 viability, ATP luminescence, 48 h; 1.2% of 56,000 active;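 active means inhibition above the mean inhibition of all tested compounds plus 3 SD, cut at about 28% in these data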
M1 agonist – M1 muscarinic receptor agonists, primary screen, CHO-M1 cells, Fluo-4 calcium, agonist mode; Muscarinic acetylcholine receptor M1; Fluo-4 calcium fluorescence; stronger effect = higher value; B-score at 10 µM; 3% of 64,000 active; AID 626, 2007;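 active means fluorescence rise, raw or as B-score row- and column-corrected plate score, outside the 99.7% band of its plate's samples, either direction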
S1P1 ag pot – S1P1 agonists and agonism potentiators, primary screen, cell-based, primary and confirmation screens, CRE-bla reporter; Sphingosine 1-phosphate receptor 1 (Homo sapiens), P21453; S1P1 CRE-bla cells, forskolin, beta-lactamase FRET, potentiator mode; S1P1 agonist co-added at EC20, 2 nM; 100% = saturating reference agonist, 0% = basal; activation, % at 9.5 µM; 0.57% of 56,000 active;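 active means activation above a cutoff set at the mean activation of all tested compounds plus 3 SD, cut at about 54% in these data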;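 further: forskolin at 4 µM as EC80 and the EC20 agonist is SEW2871; 100% = SEW2871 at its EC100 plus forskolin at EC80; some compounds past the cut are filed as inactive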
HEK293 NFkB inh – inhibitors of PMA/ionomycin-induced NF-kB reporter, primary screen, antigen receptor NF-kB inhibitor project, cell-based, HEK-293 luciferase reporter, luminescence | inhibition, % at 3 µM | HEK-293 NF-kB luciferase reporter | 0.21% of 62,000 active;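 active means inhibition above the mean of all tested compounds plus 3 SD, cut at about 40% in these data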;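 further: 0% = stimulated DMSO wells and 100% = 10 µM reference inhibitor 5653914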
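Reagent: PMA plus ionomycin mix as NF-kB-activating stimulus. Assay system: NF-kB luciferase reporter HEK-293 cells. Technique: luminescence from luciferase substrate reagent. Incubation: 1 h compound pre-incubation, 16 h PMA/ionomycin at 37 °C. Benchmarks: DMSO only as uninhibited control, 10 µM reference inhibitor as full inhibition. Repeats: tested once.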
M1 antag – antagonists of rat M1 muscarinic receptor. 3.4% of 64,000 active. CHO-M1 cells, Fluo-4 calcium, ACh EC80 antagonist mode; stronger effect = lower value. Muscarinic acetylcholine receptor M1 (Rattus norvegicus), P08482. B-score at 10 µM;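 active means calcium fluorescence response, raw or row-and-column corrected B-score, differing from the plate sample mean either way at a set confidence level, mostly lower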
An asterisk follows results filed as active; nt = not tested or not shown. Rows are unselected; any-hit rate near 12%.

The first 3 records, to show the layout:
SMILES	TNAP act DEA	S1P3 agonist	Ec RNAP inh	D1 mod	Jurkat viability	M1 agonist	S1P1 ag pot	HEK293 NFkB inh	M1 antag
COc1cccc(OCCCCN2CCCCC2)c1	1	-1.6	-12	-0.24	-5	0.11	-11	6	-1.2*
CCOc1nc(-c2ccccc2)ccc1-c1noc(COC)n1	0.9	nt	3	-0.054	nt	-0.00065	nt	8	1
CC(C)C(c1nnnn1C1CCCC1)N1c2ccccc2CC1C (configuration not stated)	0.9	-0.3	-5	-0.24	-2	1	-4	7	0.09

Results, previewed entries included:
SMILES	TNAP act DEA	S1P3 agonist	Ec RNAP inh	D1 mod	Jurkat viability	M1 agonist	S1P1 ag pot	HEK293 NFkB inh	M1 antag
COc1cccc(OCCCCN2CCCCC2)c1	1	-1.6	-12	-0.24	-5	0.11	-11	6	-1.2*
CCOc1nc(-c2ccccc2)ccc1-c1noc(COC)n1	0.9	nt	3	-0.054	nt	-0.00065	nt	8	1
CC(C)C(c1nnnn1C1CCCC1)N1c2ccccc2CC1C (configuration not stated)	0.9	-0.3	-5	-0.24	-2	1	-4	7	0.09
Cc1oc2cc3c(C(=O)N4CCCCC4)c(C)oc3cc2c1C(=O)N1CCCCC1	0.9	-0.4	9	0.089	-6	-0.58	3	20	-0.052
CCOc1ccc(C(=O)Nc2ccc(Cl)cn2)cc1Cl	0.9	-1.2	6	-1	10	-0.93	73*	-39	-0.77
CCCC1CC(c2csc(N)n2)CCO1 (configuration not stated)	0.9	-1.3	2	-0.17	5	0.21	-13	1	0.058
CC(C)COC(=O)c1nnsc1NC(=O)Nc1ccccc1	0.9	-1.4	4	-0.11	8	0.39	-12	27	0.1
O=C(CN1CCC(O)(c2ccc3c(c2)OCO3)CC1)N1CCOCC1	0.9	nt	4	0.61	nt	0.059	nt	2	0.61
CCOc1ccc(NS(=O)(=O)c2ccc(OCC(=O)N3CCCC3)cc2)cc1	0.9	-0.3	13	-1.1	-5	-0.41	nt	8	-0.065
CC(C)OC(=O)c1c(F)c(F)c(N2CCOCC2)c(F)c1F	1	-1.7	7	-0.097	-3	-0.53	-15	20	0.012
COC(=O)c1ccc(CNC(=O)CSc2nc3sc(C)c(C)c3c(=O)n2C)o1	0.9	-1.4	3	0.19	1	-0.48	14	16	-0.074
CCn1c(SC)nc2c(c1=O)SC(C)C2 (configuration not stated)	0.9	-0.7	10	2.2	-3	0.16	-30	11	-0.11
CCCNC(=O)CN(C1CCCCC1)S(C)(=O)=O	1.1	-0.7	6	0.58	5	-0.27	-3	3	0.043
O=C(c1ccc(C(F)(F)F)cc1)N1CCCCC1	1	-0.9	1	0.02	1	-0.35	12	0	0.98
Cc1cccnc1NC(=O)COc1ccc2oc3c(c2c1)CCCC3	nt	0.5	nt	0.85	-3	-0.41	0	16	-0.32
CC(C)OCCCN1CN(S(=O)(=O)c2ccccc2)c2nc3ccccc3nc21	0.9	0.1	4	0.21	3	-1.4	-7	-2	1.4
COc1ccc(N(CN2C(=O)C3C4C=CC(C4)C3C2=O)C(=O)c2ccco2)cc1 (configuration not stated)	0.9	-0.6	7	0.57	nt	-0.47	5	nt	-0.61
O=S(=O)(Cc1nc2ccccc2s1)c1ccccc1	0.9	-1.8	-1	nt	10	nt	13	-22	nt
CC1CCCN(C/C(O)=C(\C#N)c2nc3ccccc3[nH]2)C1 (configuration not stated)	1.3	-0.8	-7	0.04	1	5.4*	-41	20	-4.2*
CCOC(=O)c1sc(=NC(=O)c2ccc(S(=O)(=O)N3CC(C)OC(C)C3)cc2)n(C)c1C (configuration not stated)	0.9	0.9	2	0.018	5	-0.1	-49	-1	0.39
O=C(CC1Nc2ccccc2NC1=O)NC1CCCCC1 (configuration not stated)	0.9	-0.1	5	-0.031	-2	-1.2	-13	-12	0.36
CCN(CC)C(=O)CSc1nc2ccccc2c(=O)n1-c1cccc(OC)c1	0.9	-0.3	4	2.4	-2	0.79	-2	14	-0.71
c1ccc(OCc2nn3c(Cn4nnc5ccccc54)nnc3s2)cc1	0.9	-0.5	6	-0.25	1	2.4	20	-4	-0.2
O=C(COc1ccc(F)cc1Br)N1CCc2ccccc21	1	0.7	3	-0.83	2	2.2	34	-34	0.62
CCn1c2ccccc2c2cc(NC(=O)c3ccco3)ccc21	0.9	0.0	4	nt	0	-0.086	-11	-17	0.99
Cc1cc(C)n(Cc2ccccc2F)c(=O)c1C#N	1	-1.5	-3	0.3	-5	-0.65	4	-2	0.42
COC(=O)C1=C(N)Oc2cc(C)n(CC3CCCO3)c(=O)c2C1c1ccc(Cl)cc1 (configuration not stated)	0.9	-1.1	8	-0.18	0	0.69	-10	23	1.6
CC(C)CN(CC(C)C)C(=O)C12CCC(C)(C(=O)C1)C2(C)C (configuration not stated)	0.9	-0.7	1	-0.18	8	0.98	0	18	0.48
CC(NC(=O)c1ccc2c(c1)OCO2)C(c1cccs1)N1CCOCC1 (configuration not stated)	0.9	0.2	3	-0.92	-3	-0.51	-2	8	-0.032
Cc1cc(NC(=O)COC(=O)COc2ccc3c(c2)CCC3)no1	0.8	0.4	3	0.011	4	0.22	-2	-2	0.053
COc1ccccc1NC(=O)C(C/C=C(\C)Cl)C(C)=O (configuration not stated)	1	nt	4	-0.21	nt	-0.18	nt	nt	0.019
Cc1ccc(C(=O)C2=C(O)C(=O)N(CCCN3CCOCC3)C23C(=O)N(C)c2ccccc23)o1 (configuration not stated)	0.9	0.4	7	-0.49	-4	1.2	-10	8	0.54
Cc1cc(C(=O)N2CCc3ccccc32)n(-c2ccccc2)n1	0.9	0.3	0	5.8*	9	1.2	-14	16	1.2
CCCOC(=O)CCc1n[nH]c(=O)[nH]c1=O	0.9	-0.8	9	-0.029	-2	0.18	3	10	0.24
CCC(Sc1nnc(C)s1)C(=O)Nc1nccs1 (configuration not stated)	0.9	-1.6	5	-0.9	1	-0.63	3	10	-0.68
Cc1cccn2c(=O)c3cc(C(=O)NCCN4CCOCC4)n(Cc4ccccc4)c3nc12	1.1	-1.0	-52	2.5	-6	0.49	12	0	0.45
COc1ccc(CNc2nc3c(c(=O)[nH]c(=O)n3C)n2Cc2ccccc2C)cc1	1	0.4	6	nt	2	-0.35	-46	-5	-0.1
CCCOc1ccc(C2C(C(=O)c3ccc(C)o3)=C(O)C(=O)N2CCCn2ccnc2)cc1 (configuration not stated)	0.9	-1.0	6	0.0047	-3	0.87	nt	13	0.32
CCOC(=O)NCc1cc(-c2nn(C)c(=O)c3ccccc23)ccc1C	1	-1.3	2	3	4	nt	-10	25	nt
CCOC(=O)c1c(NC(=O)c2ccco2)sc(C(=O)N2CCCC2)c1C	1	nt	-2	-1.4	nt	4.7	nt	nt	-0.24
COC(=O)Oc1nsnc1N1CCOCC1	0.8	-1.2	9	-0.13	4	-0.065	2	1	0.76
CCC(CC)C(=O)Nc1cccc(C(=O)N2CCCC2)c1	0.8	-0.4	8	-0.38	-3	0.28	-22	11	-1.2
COc1ccc(S(=O)(=O)Cc2ccc(C(=O)N3CCN(c4cccc(C)c4)C(C)C3)o2)cc1 (configuration not stated)	0.9	-0.1	1	-1.7	90*	3.4*	10	9	-1.4
CS(=O)(=O)N(CCc1ccccc1)CC(=O)N1CCc2ccccc2C1	0.9	0.2	4	-0.28	2	0.33	12	-4	-0.27
CCCCS(=O)(=O)Nc1ccc2ncn(C)c(=O)c2c1	0.9	0.4	-1	1.5	-4	0	-10	8	0.25
CCOC(=O)c1c(C)[nH]c(C(=O)C(C)OC(=O)c2cccc(OCc3c(C)noc3C)c2)c1C (configuration not stated)	0.9	-1.7	7	2	4	2.1	101*	20	-0.037
C=CCNc1nc2c(c(=O)n(C)c(=O)n2C)n1CC	1	-0.5	-1	0.08	4	4	1	22	1
Cc1nn(Cc2ccccc2)c2c1C(c1ccco1)C(C#N)=C(N)O2 (configuration not stated)	1	-1.7	-4	-0.5	-3	0.46	6	9	-0.74
N#Cc1ccccc1N=C1CCCN1Cc1ccccc1	1	-0.6	1	-0.26	-2	0.016	-20	23	1
CN(Cc1ccccc1)Cc1nc2c(c(=O)n(C)c(=O)n2C)n1Cc1ccccc1Cl	1	1.1	5	0.57	-9	0.64	-2	8	0.34
COCC(=O)Nc1ccccc1NC(C)=O	1	-0.9	7	-0.025	-4	-0.063	nt	3	-0.55
Cc1ccc(-c2nn3c(C)nnc3s2)cc1NC(=O)c1ccc(OC(C)C)cc1	1	-1.1	7	-0.055	5	0.63	-12	20	-0.66
COc1ccc(NC(C)=O)c2nc(C)c(C)nc12	0.9	-1.1	0	0.071	15	0.14	-6	5	0.082
Clc1ccc(C2CC(c3cccs3)n3ncnc3N2)c(Cl)c1 (configuration not stated)	1	-0.1	7	2.9	2	-0.2	-16	22	-0.7
Cc1cc(C)c(NC(=O)CCCN2CCOCC2)c(C)c1	1	-0.4	-1	-0.16	-6	-0.6	9	12	0.68
CC(C)(C)NC(=O)CSc1nnc(-c2ccncc2)n1Cc1ccccc1	0.9	1.3	3	-0.046	-6	1.1	-8	-13	0.1
O=C(CSc1ncccc1-c1nc2ccccc2[nH]1)NCc1ccco1	0.9	-1.2	-11	-2	8	-0.81	6	10	0.32
CN(C)c1ccc(N=Cc2nc(-c3ccccc3)oc2O)cc1	0.8	-0.6	9	-0.062	1	21*	23	21	0.074
CC(C)Cc1nc(N2CCCCC2)c(C#N)c2c1CCC2	0.9	1.0	1	0.2	nt	0.08	22	nt	0.005
CC(C)=CC(=O)Nc1ccc(Br)cc1	0.8	-0.5	9	-1.9	-5	-0.1	25	-42	-0.67
O=C(CSc1ncccn1)NC(=O)NCc1ccccc1	0.9	-1.4	3	nt	1	-0.34	-23	13	-1.1
COc1cc2c(cc1NC(=O)CN(C)Cc1nc3ccccc3c(=O)[nH]1)oc1ccccc12	1	-1.0	4	-2.7*	-5	2	-22	6	1.3
COC(=O)C1C(c2ccccc2)C(C(=O)N2CCN(C)CC2)C1c1ccccc1 (configuration not stated)	0.8	-0.6	9	1.9	-3	-0.12	-17	10	-0.28

Some values from the entries so far.
M1 antag result of COc1cc2c(cc1NC(=O)CN(C)Cc1nc3ccccc3c(=O)[nH]1)oc1ccccc12 is entered as 1.3
M1 agonist result of CCCCS(=O)(=O)Nc1ccc2ncn(C)c(=O)c2c1 is entered as 0
HEK293 NFkB inh result of CC(C)C(c1nnnn1C1CCCC1)N1c2ccccc2CC1C (configuration not stated) is entered as 7
